Screening results (PubChem)
INS promoter inh: TRM-6 insulin promoter activity inhibition; TRM-6 cells (human fetal islet line), insulin promoter-eGFP reporter, imaging; reporter expression induced with tamoxifen; inhibition, % at 2 µM; actives 0.9% (n = 130,000); AID 1273;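 active = inhibition above the mean plus 3 SD, with well images judged a real hit on visual review, cut at about 60% in these data, passing the limit was not always enough; inconclusive = inhibition over the cutoff but images rejected on review; inactive = inhibition not above the cutoff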
SDO1 yeast rescue: sdo1-depleted yeast growth rescue; S. cerevisiae sdo1-depleted JHY4D growth rescue, OD600 30 h; stronger effect = higher value; pdr5 snq2 efflux-pump mutant strain; z-score at 10 µM; actives 0.21% (n = 140,000); AID 817;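 active = z-score above 3 at both the 24 hr and the 30 hr optical density reads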;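 also: z-score against mean and SD of all compound wells on the same plate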
SDO1 yeast rescue Rescue 24 h: also measured in SDO1 yeast rescue; calls as there; z-score; S. cerevisiae sdo1-depleted JHY4D growth rescue, OD600; measured here: growth rescue at 24 h;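 0 is the plate mean of compound wells and units are plate SD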
* hit, by the source's call; ? = inconclusive; nt = no result given; [ ] = dose if it differs, or a comment.

SMILES	INS promoter inh	SDO1 yeast rescue	SDO1 yeast rescue Rescue 24 h
COc1ccc(/C=C2\NC(=S)N(CC3CCCO3)C2=O)c(OC)c1C (configuration not stated)	3	-0.34	-0.34
CCN1CCN(C(C(=O)NC2CCCCC2)c2ccc(Cl)cc2)CC1 (configuration not stated)	-17	-0.47	-1.5
Cc1ccc(C2(C)NC(=O)N(CC(=O)Nc3c(C)n(C)n(-c4ccccc4)c3=O)C2=O)cc1 (configuration not stated)	nt	1.5	0.83
O=C(Cc1coc2ccc3ccccc3c12)NC1CCCc2ccccc21 (configuration not stated)	-26	-1.4	-0.35
CCOc1ccc(NC(=S)N2c3ccccc3CC2C)cc1 (configuration not stated)	-40	nt	nt
Cc1ccc(OCc2nnc(SCC(=O)c3cccs3)n2-c2ccccc2)cc1C	-18	0.17	1
O=C(CN1CCN(c2ccccc2F)CC1)N1N=CCC1c1ccccc1 (configuration not stated)	17	0.8	1
CCOC(=O)Cn1c(-c2ccccc2)ccc(C#N)c1=O	5	nt	nt
COc1c(Cl)cc(Cl)cc1C(=O)Nc1ccc(NC(=O)c2cccs2)cc1	25	-0.62	0.31
CCOCCCNC(=O)CN1CCN(c2ccc(F)cc2)CC1	nt	-0.31	-0.78
C=CCC1(O)C(=O)N2C(=C1C(=O)OCC)c1ccc3ccccc3c1CC2(C)C (configuration not stated)	-10	-0.75	-0.74
COc1ccc(NC(=S)NC(NC(=O)c2cccc3ccccc23)C(Cl)(Cl)Cl)c([N+](=O)[O-])c1 (configuration not stated)	-6	-0.71	-1.2
COC(=O)Cc1c(C(=O)OC)nnn1-c1ccc(OC(F)(F)F)cc1	-91	nt	nt
Cc1ccc(C(=O)NC(=C(Cl)Cl)S(=O)(=O)c2ccc(C)cc2)cc1	37	-0.75	-1.2
CC(C)C(NS(=O)(=O)c1ccc(Br)s1)C(=O)O (configuration not stated)	-25	0.06	-0.68
CC(C)NC(=O)Cn1nnc(-c2ccc(Cl)cc2)n1	nt	-0.02	-0.7
Cc1ccc2nc(N3CCOCC3)c(C=O)c(=O)n2c1	-8	nt	nt
O=C(c1ccc(N2CCCCC2)c([N+](=O)[O-])c1)N1CCN(c2ccccn2)CC1	20	nt	nt
CC(C)CC(=O)NC(=S)Nc1cccc(NC(=O)c2ccccc2Cl)c1	-43	-1.6	-1.4
C=CCNc1nc(S(=O)Cc2ccc(C)cc2)nc2c1CCCC2 (configuration not stated)	73*	nt	nt
Cc1ccc(-c2cc(C(=O)NCc3ccccn3)c3ccccc3n2)cc1	4	-0.74	-0.18
O=c1c2c(nc3nc(SCc4ccccc4)[nH]n13)CCC2	-40	0.24	0.5
Brc1ccccc1-c1nnc(COc2ncnc3c2cnn3-c2ccccc2)o1	7	-1.9	-1.6
CN(C)S(=O)(=O)c1ccc(C(=O)Nc2ccc(OCC(=O)N3CCOCC3)cc2)cc1	-17	1.4	1.4
O=C(Nc1nc2c(Cl)cccc2s1)c1ccc(Br)o1	nt	-0.54	0.44

Gathered by group, those above containing nitrogen in an aromatic ring
SMILES	INS promoter inh	SDO1 yeast rescue	SDO1 yeast rescue Rescue 24 h
Cc1ccc(C2(C)NC(=O)N(CC(=O)Nc3c(C)n(C)n(-c4ccccc4)c3=O)C2=O)cc1 (configuration not stated)	nt	1.5	0.83
Cc1ccc(OCc2nnc(SCC(=O)c3cccs3)n2-c2ccccc2)cc1C	-18	0.17	1
CCOC(=O)Cn1c(-c2ccccc2)ccc(C#N)c1=O	5	nt	nt
COC(=O)Cc1c(C(=O)OC)nnn1-c1ccc(OC(F)(F)F)cc1	-91	nt	nt
CC(C)NC(=O)Cn1nnc(-c2ccc(Cl)cc2)n1	nt	-0.02	-0.7
Cc1ccc2nc(N3CCOCC3)c(C=O)c(=O)n2c1	-8	nt	nt
O=C(c1ccc(N2CCCCC2)c([N+](=O)[O-])c1)N1CCN(c2ccccn2)CC1	20	nt	nt
C=CCNc1nc(S(=O)Cc2ccc(C)cc2)nc2c1CCCC2 (configuration not stated)	73*	nt	nt
Cc1ccc(-c2cc(C(=O)NCc3ccccn3)c3ccccc3n2)cc1	4	-0.74	-0.18
O=c1c2c(nc3nc(SCc4ccccc4)[nH]n13)CCC2	-40	0.24	0.5
Brc1ccccc1-c1nnc(COc2ncnc3c2cnn3-c2ccccc2)o1	7	-1.9	-1.6
O=C(Nc1nc2c(Cl)cccc2s1)c1ccc(Br)o1	nt	-0.54	0.44

(list continues)
SMILES	INS promoter inh	SDO1 yeast rescue	SDO1 yeast rescue Rescue 24 h
CS(=O)(=O)N(CC(=O)Nc1cccc([N+](=O)[O-])c1)c1ccccc1F	65	nt	nt
COCCSc1nnc(NS(=O)(=O)c2ccc(F)cc2)s1	22	nt	nt
COc1ccc(/C=N/NC(=O)c2ccc(CN3c4cccc5cccc(c45)S3(=O)=O)cc2)cc1	4	0.03	0.99
CN(C)S(=O)(=O)c1cccc(C(=O)C2=C3SC=C(c4ccccc4)N3CC2)c1	-17	0.38	0.13
CCCC1=C(C(=O)OCC)C(c2ccc(O)cc2)n2ncnc2N1 (configuration not stated)	-11	0.2	0.66
COCCCNC(=O)CCn1c(=O)c2ccccc2n(CC(=O)Nc2ccc(C)cc2C)c1=O	-5	-0.17	-0.67
CCn1cc(/C=C/C(=O)Nc2c(C)nn(Cc3ccccc3C)c2C)cn1	-23	0.86	1.2
O=C(O)CCC(=O)Nc1ccc2c(c1)oc1ccccc12	-262	1.6	1.5
CC1CC(C)CN(CC(=O)Nc2ccc(S(N)(=O)=O)cc2)C1 (configuration not stated)	33	1.2	1.2
Cc1ccc(C(=O)N(CC(=O)NC2CCCC2)c2ccc3c(c2)OCCO3)s1	-45	nt	nt
Cc1cc(NS(=O)(=O)c2ccc(NC(=O)C(C)N3C(=O)c4ccccc4C3=O)cc2)nc(C)n1 (configuration not stated)	56	0.13	-0.92
CCc1ccc(-c2csc3ncn(CC(=O)N4CCOCC4)c(=O)c23)cc1	0	-0.12	-0.74
C=CCn1c(=O)/c(=C/c2ccc(Cl)cc2)s/c1=C(/C#N)c1nnc2n1CCCCC2	nt	-1.5	-0.94
O=C(CSc1nnc(-c2cc(-c3cccs3)nc3ccccc23)o1)NC1CCCCC1	11	-0.48	-0.04
CCOC(=O)C1=c2/c(=C/c3ccncc3)c(N)c(C(=O)OC)n2C(=O)C(c2ccncc2)S1 (configuration not stated)	20	nt	nt
O=C(Nc1ccc(Cl)cn1)c1ccc(COc2ccccc2Br)o1	44	nt	nt
O=C(CSCc1cnn(-c2ccccc2)c1-n1cccc1)NCc1cccs1	7	-0.65	0.22
COc1cc(/C=N/NC(=O)CCc2n[nH]c(=O)[nH]c2=O)cc(OC)c1OC	0	0.51	-0.01
O=C(O)CCC(=O)NC1CCCCCCC1	-411	1	0.85
COc1cc(C)c(S(=O)(=O)N2CCOCC2)cc1C	38	0.2	-0.11
COc1ccc(C(=O)NCC2OCCc3ccccc32)c(O)c1 (configuration not stated)	-12	-1.6	-1.4
CCCN(CCC)S(=O)(=O)c1ccc(C(=O)NCc2n[nH]c(=S)n2-c2ccc(Cl)c(Cl)c2)cc1	0	nt	nt
COc1ccc(N=c2oc3c(OC)cccc3cc2C(=O)NCc2ccco2)cc1OC	nt	0.15	1
Cc1nc(-c2cccnc2)sc1C(N)=O	-3	-0.78	-1.4
CCOC(=O)C1CCCCN1Cc1ccc(F)c(Br)c1 (configuration not stated)	nt	-1.2	-0.97
The list goes on.
SMILES	INS promoter inh	SDO1 yeast rescue	SDO1 yeast rescue Rescue 24 h
CCCCCNc1nc(-c2ccccc2)cs1	36	-1.4	-1.4
O=C(CSCc1c(Cl)cccc1Cl)Nc1cccnc1	15	nt	nt
CCc1ccc(/C=C2/C(=O)N(CC)C(=S)N2C)s1	69*	-1.2	-0.17
COC(=O)c1ccc(CSc2nc3c(cnn3-c3ccccc3)c(=O)[nH]2)o1	0	0.62	1.4
CN(Cc1nc(-c2ccccn2)no1)S(=O)(=O)c1ccc(Br)cc1	-62	-0.26	0.3
[O-][n+]1onc2c1C(N1CCOCC1)CCC2N1CCOCC1 (configuration not stated)	15	0.37	0.59
Cc1cc2c(cc(C(=O)NCCCN3CCOCC3)n2Cc2ccc(Cl)cc2)o1	27	-0.83	-0.1
CC(OC(=O)CCCOc1ccccc1)C(=O)NC(N)=O (configuration not stated)	-5	0.03	0.06
CCOc1ccccc1-c1nnc(SCC(=O)Nc2ccccc2)o1	-6	-1.4	-0.72
COc1ccc(NC(=O)Nc2cccs2)cc1OC	nt	0.35	-0.67
CCN(CC)C(=O)c1ccc(C(=O)c2c(C)cc(C)cc2C)cc1	-61	-1.1	-1
COc1ccc(CCNC(=O)c2ccc(-c3ccc([N+](=O)[O-])cc3Cl)o2)cc1	?	-1.5	-1.3
Cc1cc(N2CCN(c3ccccc3)CC2)nc(-n2nc(C)cc2C)n1	-21	-1.4	-0.24
N#Cc1c(N2CCN(C(=O)c3ccco3)CC2)nc(-c2ccccc2)c2c1CCCC2	?	-0.14	-0.03
Cc1ccc(C(=O)N[C@H](C(=O)Nc2cc(Cl)cc(Cl)c2)C(C)C)cc1	nt	-0.3	-0.52
CCOC(=O)c1sc(NS(=O)(=O)c2cc(C)ccc2C)nc1C	-143	-0.37	-0.59
CC(=NCc1ccc2c(c1)OCO2)C1=C(O)c2ccccc2C1=O	-29	-2.3	-1.6
O=C(Nc1ccc2nn(-c3ccccc3)nc2c1)c1cccnc1	43	-0.69	-0.27
COc1ccc(N2CC(O)(c3ccc(OC(F)F)cc3)[N+]3=C2CCCC3)cc1 (configuration not stated)	11	nt	nt
CCc1ccccc1NC(=S)NC1CC2CCC(C1)N2Cc1ccco1 (configuration not stated)	10	0.31	0.12
c1ccc(Cn2c(-c3ccccc3)nc3nc4ccccc4nc32)cc1	6	-1.7	-1.3
CCC(=O)c1ccc(OCC(=O)N2CCc3cc(OC)c(OC)cc3C2)cc1	-3	-0.15	-0.73
Cc1nn(C)cc1CNC(=O)COc1ccc(Cl)cc1Cl	?	0.09	-0.23
Cc1csc(NC(=O)C2CCC(C)(C(=O)O)C2(C)C)n1 (configuration not stated)	nt	0.94	0.59
CCN1CCN(C(c2cccs2)C(C)NS(=O)(=O)c2ccccc2)CC1 (configuration not stated)	-9	nt	nt
Next part:
SMILES	INS promoter inh	SDO1 yeast rescue	SDO1 yeast rescue Rescue 24 h
CCOC(=O)c1ccc(NC(=O)c2cccc(S(=O)(=O)N3CCOCC3)c2)cc1	nt	-0.53	-0.68
O=C(CSc1nc(-c2ccco2)cc(C(F)(F)F)n1)Nc1ccccc1C(F)(F)F	17	-1.3	-0.05
CCOC(=O)N1CCN(C(=S)NC(C)(C)C)CC1	15	0.73	0.32
CCNc1nc(OCCNS(=O)(=O)c2cc(C)ccc2C)nc(N(C)C)n1	nt	0.17	-0.14
O=C(CCc1nc(-c2ccccc2F)no1)NCCN1CCc2ccccc2C1	35	-0.2	-0.68
CC(C)(C)C1CCc2c(C(=O)NNC(=O)CCCC(=O)O)csc2C1 (configuration not stated)	21	1.3	0.14
COC(=O)c1nn(-c2ccc(OC)cc2)c(=O)c2c(N)sc(C)c12	nt	-0.31	-1.4
COc1ccc(NC(=O)c2ccc3snnc3c2)cc1	-20	0.16	-0.6
COCCN(C(=O)CSc1nnc2cc(C)c3ccccc3n12)c1c(N)n(Cc2ccccc2)c(=O)[nH]c1=O	-10	0.72	0.5
Cc1cccc(NC(=O)CN2C(=O)COc3ccc(Cl)cc32)c1	nt	-0.96	-0.55
O=C(CSc1cccc2cccnc12)N1CCCC1	nt	0.13	-0.47
Cc1cc(C)cc(N(CC(=O)NCc2ccco2)C(=O)c2snc(C(N)=O)c2N)c1	-38	0.95	0.92
Cn1cccc1Cc1nnc(SCC(=O)NCc2ccccc2Cl)n1-c1ccc(F)cc1	nt	0.52	1.2
CC(=O)NC12CC3CC(C1)CC(C(=O)OCC(=O)Nc1ncc(Cl)cc1Cl)(C3)C2	44	0.52[8.2 µM]	-0.37
Cc1cc(C)c2cc(CN(Cc3cccnc3)C(=O)c3ccc(F)cc3)c(Cl)nc2c1	-130	-1.1	-0.81
Cc1nn(CC(=O)Nc2ccc(N(C)C)cc2)c(C)c1[N+](=O)[O-]	-23	0.45	-1.6
O=C(O)c1c(Cl)c(Cl)c(Cl)c(Cl)c1C(=O)N1CCCC1	22	1.4	0.87
COc1ccc(NC(=O)Nc2ccc(Br)c(C)c2)cc1	-5	nt	nt
O=C(CSc1nnc2ccccn12)Nc1ncc(Cl)cc1Cl	-66	0.11	-0.32
CC(O)(CS(=O)(=O)Cc1cccc(C(F)(F)F)c1)C(=O)Nc1cccc(C(F)(F)F)c1 (configuration not stated)	-3	-0.09	-0.27
COc1cc(C(=O)NCC(c2cccs2)N(C)C)cc(Cl)c1OC(C)C (configuration not stated)	-76	0.43	0.57
COC(=O)c1ccc(C2NC(C(=O)O)CS2)cc1 (configuration not stated)	29	-0.33	-0.49
Cc1[nH]c2ccc(F)cc2c1CCN(Cc1ccco1)C(=S)NC(C)(C)C	-347	nt	nt
Cc1ccc(S(=O)(=O)N(C)CC(=O)N2CCCC2)cc1	-267	1.3	0.28
CCC(C)NC(=O)C1(NC(=O)Nc2ccccc2)CCCCC1 (configuration not stated)	36	nt	nt
Cc1ccc(C)c(C(=O)CSc2nnnn2-c2cccnc2)c1	0	-1.3	-0.78
Oc1ccc2ccccc2c1C=Nc1ccccc1-c1nc2ccccc2[nH]1	32	-0.8	-0.99
Cn1c(N=NC(=O)c2ccccc2)c(O)c2ccccc21	4	-0.59	-0.33
CC(=O)N/C(=C\c1cccs1)C(=O)O	-55	nt	nt
